Assay outcomes: PubChem, Johns Hopkins Ion Channel Center
KCNQ2 block: KCNQ2 channel blockers in CHO-K1 cells – cell-based, FluxOR thallium flux, B-score, primary screen (AID 2156); 20 min; hits give low values; actives 1.1% (n = 310,000); B-score at 10 µM;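 active means fluorescence ratio B-score at most minus 3 library SDs, with starting brightness B-score within 2 library SDs, cut at about -5.5 in these data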
Kir21 block: Kir2.1 (mouse) channel inhibition; P35561; HEK293-Kir2.1, FluxOR thallium flux fluorescence; hits give low values; B-score at 10 µM; actives 0.85% (n = 310,000);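 active means fluorescence ratio B-score at or below minus 3 SD of library scores, with starting-brightness B-score within 2 SD, cut at about -4.2 in these data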;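 further: channel flux triggered by added potassium and thallium sulfate stimulus; B-score of peak minus minimum fluorescence over baseline after thallium stimulus; more negative B-score means stronger Kir2.1 block with less thallium influx; some compounds called inactive have numbers as strong as hits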
Target sequence (P35561 whole entry, looked up): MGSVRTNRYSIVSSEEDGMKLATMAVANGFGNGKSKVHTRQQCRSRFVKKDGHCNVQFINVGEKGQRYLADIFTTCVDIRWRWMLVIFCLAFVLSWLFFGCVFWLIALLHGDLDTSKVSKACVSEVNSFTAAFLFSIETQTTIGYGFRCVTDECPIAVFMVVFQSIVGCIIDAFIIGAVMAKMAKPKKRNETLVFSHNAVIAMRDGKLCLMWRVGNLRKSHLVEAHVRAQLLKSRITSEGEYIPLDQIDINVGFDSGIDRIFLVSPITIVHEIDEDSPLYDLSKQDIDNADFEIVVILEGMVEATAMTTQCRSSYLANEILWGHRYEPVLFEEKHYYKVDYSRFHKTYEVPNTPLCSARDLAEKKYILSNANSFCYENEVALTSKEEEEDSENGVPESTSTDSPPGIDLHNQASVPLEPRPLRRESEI
Active calls of the source: *.

How did CS(=O)(=O)c1nc(-c2ccc(F)cc2)cc(C(F)(F)F)n1 do in these assays?
KCNQ2 block: inactive; Kir21 block: -3.5

How did COc1ccc(-c2nc(C)sc2C)cc1 do in these assays?
KCNQ2 block: inactive; Kir21 block: -0.18

What do the screens show for `Cc1cccc(C(=O)N(Cc2nc3ccccc3c(=O)[nH]2)C2CCCCC2)c1`?
KCNQ2 block: inactive; Kir21 block: -0.99

Results for COc1ccc(C(C2C(=O)CC(C)(C)CC2=O)C2C(=O)CC(C)(C)CC2=O)cc1COCC(F)(F)F ?
KCNQ2 block: inactive; Kir21 block: -1.1

How did O=C(NCc1cccs1)C1CCCCC1 do in these assays?
KCNQ2 block: inactive; Kir21 block: 0.65

How did O=C(Nc1ccc(Cc2ccncc2)cc1)c1ccc(S(=O)(=O)N2CCCC2)cc1 do in these assays?
KCNQ2 block: inactive; Kir21 block: -1.5

What do the screens show for `O=C(Nc1ncc2c(n1)-c1ccccc1CC2)c1cccs1`?
KCNQ2 block: inactive; Kir21 block: 2

Results for O=C(O)CSc1nnc(-c2ccncc2)n1Cc1ccccc1 ?
KCNQ2 block: inactive; Kir21 block: -0.01

How did Cc1ccc(OCC(=O)OCCN2C(=O)c3ccccc3C2=O)cc1C do in these assays?
KCNQ2 block: inactive; Kir21 block: -1.1

Results for N#Cc1cc(C(=O)Cc2ccccc2)c[nH]1 ?
KCNQ2 block: inactive; Kir21 block: 0.28

Entries above with a halogen (2):
How did CS(=O)(=O)c1nc(-c2ccc(F)cc2)cc(C(F)(F)F)n1 do in these assays?
KCNQ2 block: inactive; Kir21 block: -3.5

Results for COc1ccc(C(C2C(=O)CC(C)(C)CC2=O)C2C(=O)CC(C)(C)CC2=O)cc1COCC(F)(F)F ?
KCNQ2 block: inactive; Kir21 block: -1.1

Following part
What do the screens show for `O=C(Nc1nnc(-c2ccco2)s1)C1CCN(S(=O)(=O)c2ccc(Cl)cc2)CC1`?
KCNQ2 block: inactive; Kir21 block: -1.1

How did O=C(c1cnc2n(c1=O)CCS2)N1CCc2ccccc21 do in these assays?
KCNQ2 block: inactive; Kir21 block: 0.82

How did CC(=O)N1N=C(N)SC1(C)C do in these assays?
KCNQ2 block: inactive; Kir21 block: 0.35

Results for O=C(NC1CC(=O)N(c2ccc3c(c2)OCCO3)C1)N1CCC(O)CC1 (stereo unspecified) ?
KCNQ2 block: inactive; Kir21 block: 0.01

How did COc1ccccc1-c1c(C)nn2c(NCCN3CCCC3)cc(C)nc12 do in these assays?
KCNQ2 block: inactive; Kir21 block: 1.2

Results for Cc1nc2c3ccccc3nc(NNC(=O)CCC(=O)NCCN3CCN(c4ccccc4)CC3)n2n1 ?
KCNQ2 block: inactive; Kir21 block: -0.33

Results for CC(=O)Nc1cccc(C(=O)/C=C/c2cccs2)c1 ?
KCNQ2 block: inactive; Kir21 block: -1.2

How did CC(=O)Nc1ccc(S(=O)(=O)Nc2ccc(C)c([N+](=O)[O-])c2)cc1 do in these assays?
KCNQ2 block: inactive; Kir21 block: 0

What do the screens show for `CN(C)NC1=CC(=[N+]2CCCC2)CC(C)(C)C1`?
KCNQ2 block: inactive; Kir21 block: 0.42

Results for O=C(Nc1cccnc1)C1(c2ccc(Cl)cc2)CCCC1 ?
KCNQ2 block: inactive; Kir21 block: -3.9

What do the screens show for `O=C(C(=O)N1CCN(c2ccccc2Cl)CC1)c1c[nH]c2ccccc12`?
KCNQ2 block: inactive; Kir21 block: -0.01

What do the screens show for `CC(=O)c1c(COC(=O)c2ccncc2)nc2ccccc2[n+]1[O-]`?
KCNQ2 block: inactive; Kir21 block: 0.06

Results for Cc1cccc(-n2ccnc2CN2CCN(C3CCCC3)C(CCO)C2)c1 (stereo unspecified) ?
KCNQ2 block: inactive; Kir21 block: -1.5

Results for CCOC(=O)C1=C(C)N(c2ccc(C)c(C)c2)C(=O)/C1=C\c1ccco1 ?
KCNQ2 block: inactive; Kir21 block: 1.7

How did COc1cc(C(=O)NCCCC2CCCC2)ccc1OC1CCN(C(C)=O)CC1 do in these assays?
KCNQ2 block: inactive; Kir21 block: -0.42

What do the screens show for `CN(C(=O)CO/N=C/c1ccc(OC(F)F)cc1)C1CCS(=O)(=O)C1` (stereo unspecified)?
KCNQ2 block: inactive; Kir21 block: 1

How did Cc1ccc(C(=O)COC(=O)CN2C(=O)C3CC=CCC3C2=O)cc1[N+](=O)[O-] (stereo unspecified) do in these assays?
KCNQ2 block: inactive; Kir21 block: -0.7

How did C=CCN(CC(=O)Nc1c(C)cccc1CC)C(=O)SCCC do in these assays?
KCNQ2 block: inactive; Kir21 block: -1.3

How did COc1ccc(OC)c(/C=N/NC2=NS(=O)(=O)c3ccccc32)c1 do in these assays?
KCNQ2 block: inactive; Kir21 block: 1.6

Results for CC(Sc1nc(-c2ccccc2)cc(C(F)(F)F)n1)C(=O)NCc1ccco1 (stereo unspecified) ?
KCNQ2 block: inactive; Kir21 block: -0.2

Results for CCN(CC)S(=O)(=O)c1cccc(NC(=O)CN(C)C2CCCCC2)c1 ?
KCNQ2 block: inactive; Kir21 block: -0.97

Results for O=C(Nc1nccs1)c1ccc(N2CCOCC2)c([N+](=O)[O-])c1 ?
KCNQ2 block: inactive; Kir21 block: -0.41

What do the screens show for `Cc1c(C(=O)O)sc2ncnc(N3CCCCC3C)c12` (stereo unspecified)?
KCNQ2 block: inactive; Kir21 block: 1.8

Results for O=C(CCC(=O)N1CCN(Cc2ccc(F)cc2)CC1)Nc1nnc(C2CCCCC2)s1 ?
KCNQ2 block: inactive; Kir21 block: 1.4

How did Cc1ccc(CN(c2ccc(C(=O)NCc3ccccn3)cc2)S(C)(=O)=O)cc1 do in these assays?
KCNQ2 block: inactive; Kir21 block: -0.76

How did COc1ccc(Cn2nnnc2C(c2cc3cccc(C)c3[nH]c2=O)N2CCOCC2)cc1 (stereo unspecified) do in these assays?
KCNQ2 block: inactive; Kir21 block: -0.02

What do the screens show for `COc1ccc(-n2c(=O)cc(N3CCCCCC3)[nH]c2=O)cc1`?
KCNQ2 block: inactive; Kir21 block: 0.45

Results for CCCS(=O)(=O)c1nc(S(=O)(=O)c2ccc(C)cc2)c(NCCN2CCOCC2)s1 ?
KCNQ2 block: inactive; Kir21 block: 1.5

Results for CN(CC(=O)Nc1ccc(F)cc1)c1ccc(S(=O)(=O)N2CCCC2)cn1 ?
KCNQ2 block: inactive; Kir21 block: -0.06

What do the screens show for `Nc1sccc1C(=O)c1ccc(Cl)cc1`?
KCNQ2 block: inactive; Kir21 block: -0.56

How did COc1cccc(CNS(=O)(=O)c2c(C(=O)N3CCCCCC3)c(C)n(C)c2C)c1 do in these assays?
KCNQ2 block: inactive; Kir21 block: 0.72

What do the screens show for `COc1ccc(C(c2nnnn2C2CCCC2)N2CCC(C)CC2)c(OC)c1` (stereo unspecified)?
KCNQ2 block: inactive; Kir21 block: -0.68

How did CCN(C(=O)CSc1nnc(C)n1Cc1ccccc1)C1CCS(=O)(=O)C1 (stereo unspecified) do in these assays?
KCNQ2 block: inactive; Kir21 block: -0.69

Results for O=C(NC1CCCC1)C(c1ccccc1F)N(C(=O)c1csnn1)C1CC1 (stereo unspecified) ?
KCNQ2 block: inactive; Kir21 block: 1.2

How did Cc1ccc(C)c(OC(=O)c2cccnc2Cl)c1C do in these assays?
KCNQ2 block: inactive; Kir21 block: -0.01

Results for COc1cccc(C(=O)Oc2ccc(/C=N/NC(=O)c3ccncc3)cc2OC)c1 ?
KCNQ2 block: inactive; Kir21 block: 0.51

Results for Cc1noc(NS(=O)(=O)c2ccc(NC(=O)CSc3n[nH]c(-c4ccccc4)n3)cc2)c1C ?
KCNQ2 block: inactive; Kir21 block: -0.49

How did Cc1ccc(C)c(N2CCN(C(c3ccc(N(C)C)cc3)c3nnnn3C(C)(C)C)CC2)c1 (stereo unspecified) do in these assays?
KCNQ2 block: inactive; Kir21 block: -0.78

Results for O=C1/C(=C/c2ccc(O)cc2)COc2ccccc21 ?
KCNQ2 block: inactive; Kir21 block: 0.02

Results for C=CCC1NS(=O)(=O)OCC1C(C)C (stereo unspecified) ?
KCNQ2 block: inactive; Kir21 block: 0.23

What do the screens show for `Cc1ccccc1Cn1ccc(-c2ccc(Cl)cc2)c(C#N)c1=O`?
KCNQ2 block: inactive; Kir21 block: 0.08

How did CCCCn1c(C23CC4CC(CC(C4)C2)C3)n[nH]c1=S do in these assays?
KCNQ2 block: inactive; Kir21 block: -1.8

What do the screens show for `CC1CN(C(=O)C2CCCCC2)C(C)CN1C(=O)C1CCCCC1` (stereo unspecified)?
KCNQ2 block: inactive; Kir21 block: 0.2

Results for CCCCCn1c(CN2CCN(c3cccc(Cl)c3)CC2)nc2c1c(=O)n(C)c(=O)n2C ?
KCNQ2 block: inactive; Kir21 block: -0.14

Results for COc1ccc(-c2nn(-c3ccccc3)cc2C(=O)N(C)CC(=O)Nc2ccc(N3CCOCC3)cc2)cc1 ?
KCNQ2 block: inactive; Kir21 block: 0.07

Results for CCOc1ccc(N2CC(C(=O)Nc3ccccc3N3CCCC3)CC2=O)cc1 (stereo unspecified) ?
KCNQ2 block: inactive; Kir21 block: -0.03

How did C/C(=N\NC(=O)CCC(=O)Nc1ccc(C)c(C)c1)C1CC1 do in these assays?
KCNQ2 block: inactive; Kir21 block: 0.57

How did C=C1C(C(=O)N2CCN(C)CC2)C1C(=O)N1CCN(C)CC1 (stereo unspecified) do in these assays?
KCNQ2 block: inactive; Kir21 block: -0.61

How did S=C(NCC1CCCO1)Nc1ccc(Cl)c(Cl)c1 (stereo unspecified) do in these assays?
KCNQ2 block: inactive; Kir21 block: -0.77

Results for CC(=O)Nc1ccc(N2C(=O)CCC2=O)cc1C ?
KCNQ2 block: inactive; Kir21 block: -0.23

Of the compounds above, 7 contain an NH in an aromatic ring.
What do the screens show for `Cc1cccc(C(=O)N(Cc2nc3ccccc3c(=O)[nH]2)C2CCCCC2)c1`?
KCNQ2 block: inactive; Kir21 block: -0.99

Results for N#Cc1cc(C(=O)Cc2ccccc2)c[nH]1 ?
KCNQ2 block: inactive; Kir21 block: 0.28

What do the screens show for `O=C(C(=O)N1CCN(c2ccccc2Cl)CC1)c1c[nH]c2ccccc12`?
KCNQ2 block: inactive; Kir21 block: -0.01

How did COc1ccc(Cn2nnnc2C(c2cc3cccc(C)c3[nH]c2=O)N2CCOCC2)cc1 (stereo unspecified) do in these assays?
KCNQ2 block: inactive; Kir21 block: -0.02

What do the screens show for `COc1ccc(-n2c(=O)cc(N3CCCCCC3)[nH]c2=O)cc1`?
KCNQ2 block: inactive; Kir21 block: 0.45

Results for Cc1noc(NS(=O)(=O)c2ccc(NC(=O)CSc3n[nH]c(-c4ccccc4)n3)cc2)c1C ?
KCNQ2 block: inactive; Kir21 block: -0.49

How did CCCCn1c(C23CC4CC(CC(C4)C2)C3)n[nH]c1=S do in these assays?
KCNQ2 block: inactive; Kir21 block: -1.8

Next section:
Results for CCN(CC)c1cc(-c2ccccc2)ncn1 ?
KCNQ2 block: inactive; Kir21 block: 0.83

Results for Cc1ccc(-c2nn(C)c(=O)c3ccccc23)cc1CN1CCCCC1 ?
KCNQ2 block: inactive; Kir21 block: 1.5

What do the screens show for `COc1ccccc1NS(=O)(=O)c1cc(NC(=O)c2sc3cc(Cl)ccc3c2Cl)ccc1C`?
KCNQ2 block: inactive; Kir21 block: 0.29

Results for CSc1ccccc1NC(=O)c1cc(-c2cccnc2)nc2ccc(Br)cc12 ?
KCNQ2 block: inactive; Kir21 block: -0.1

What do the screens show for `O=C(O)c1ccc(S(=O)(=O)NC2CCCCC2)cc1`?
KCNQ2 block: inactive; Kir21 block: 0.18

What do the screens show for `CCCS(=O)(=O)N1CCN=C1SCc1cccnc1`?
KCNQ2 block: inactive; Kir21 block: 1.7

What do the screens show for `O=C(CCn1nc(-c2ccc(Cl)cc2)ccc1=O)N1CCOCC1`?
KCNQ2 block: inactive; Kir21 block: 0.55

Results for CN1CCN(C(=O)CN(C)S(=O)(=O)c2cc(Cl)ccc2Cl)CC1 ?
KCNQ2 block: inactive; Kir21 block: -0.29

Results for O=C(Nc1nc(-c2ccc(S(=O)(=O)N3CCCC3)cc2)cs1)C1COc2ccccc2O1 (stereo unspecified) ?
KCNQ2 block: inactive; Kir21 block: 0

Results for CCOC(=O)c1ccccc1NC(=O)Cn1c(-c2nonc2N)nc2ccccc21 ?
KCNQ2 block: inactive; Kir21 block: -0.46

Next part; the last 2 above are carried over.
Results for O=C(Nc1nc(-c2ccc(S(=O)(=O)N3CCCC3)cc2)cs1)C1COc2ccccc2O1 (stereo unspecified) ?
KCNQ2 block: inactive; Kir21 block: 0

Results for CCOC(=O)c1ccccc1NC(=O)Cn1c(-c2nonc2N)nc2ccccc21 ?
KCNQ2 block: inactive; Kir21 block: -0.46

What do the screens show for `CCn1c(SCC(=O)NCc2ccco2)nc2cccnc21`?
KCNQ2 block: inactive; Kir21 block: -0.03

What do the screens show for `C=CCSc1nnc(CNS(=O)(=O)c2ccc(C)cc2)n1C`?
KCNQ2 block: inactive; Kir21 block: -1.7

How did CC1=NN(C(=O)c2ccco2)C(O)(c2ccccc2)C1 (stereo unspecified) do in these assays?
KCNQ2 block: inactive; Kir21 block: 0.58

What do the screens show for `Cc1ccn(C(CC(=O)c2ccc(Br)cc2)C(=O)O)n1` (stereo unspecified)?
KCNQ2 block: inactive; Kir21 block: -1.6

What do the screens show for `Cc1cc(=O)n2[nH]c(C(=O)O)nc2n1`?
KCNQ2 block: inactive; Kir21 block: -0.24

What do the screens show for `C#CCOC(=O)Nc1ccc(OCC(F)(F)F)nc1`?
KCNQ2 block: inactive; Kir21 block: 0.97

Results for COC(=O)[C@@]12CCCN1[C@H](c1ccc(-c3ccccc3)cc1)[C@@H]1C(=O)N(C)C(=O)[C@@H]12 ?
KCNQ2 block: inactive; Kir21 block: -0.2

What do the screens show for `Cc1cc(C)c(C#N)c(Nc2ccccc2C)n1`?
KCNQ2 block: inactive; Kir21 block: 1.5

What do the screens show for `COc1ccc(NC(=O)c2cc3n(n2)C(C(F)(F)F)CC(c2ccco2)N3)cc1` (stereo unspecified)?
KCNQ2 block: inactive; Kir21 block: 0.22
